Assay outcomes (PubChem BioAssay)
IEC-6 cytotox – counter-screen for KLF5 inhibitors: cytotoxicity in IEC-6 cells | AID 1825 | inhibition, % at 5 µM | actives 0.78% (n = 290,000) | IEC-6 cytotoxicity, luminescence viability; in the data active = inhibition above about 22%;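 note: 0% = plate median of test compound wells and 100% = cytotoxic reference compound wells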
KLF5 inhibitor – inhibitors of KLF5 expression. DLD-1 KLF5 promoter-luciferase reporter, luminescence. inhibition, % at 5 µM. actives 0.23% (n = 290,000). AID 1700;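 active = inhibition above a per-plate limit of that plate's mean compound inhibition plus 3 SD, cut at about 60% in these data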;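 note: 0% = DMSO wells and 100% = LY294002 at 200 µM; higher means less KLF5 promoter-driven luciferase light; inactives centre near -14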
HSF-1 act – increases HSF-1 driven luciferase reporter signal; NIH3T3-HGL HSF-1 luciferase reporter, MG132, 8 h; 100% = twice DMSO control signal; activation, % at 9 µM; AID 504408; actives 1.7% (n = 300,000);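 active = mean replicate activation of at least 50% with a set share of replicates each reaching 50%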;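 note: 0% = median of the neutral control wells and 100% = twice that signal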
AI-2 QS modul – Vibrio harveyi AI-2 quorum sensing modulation | activity change, % at 7.5 µM | actives 0.4% (n = 300,000) | Vibrio harveyi JMH597 AI-2 luminescence/OD600 ratio, 9 h; active compounds read low; strain lacks LuxN and CqsS sensors; 0 = neutral-control median; in the data active = activity change below about -75%, passing the limit was not always enough;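 note: luminescence divided by OD600 gain over 9 h not by final OD600 alone; inactives centre near 13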
HIF activator – HIF pathway transcriptional activation | U2OS HRE-luciferase reporter, luminescence; normalized: DMSO 0%, desferrioxamine 100% | activation, % at 7.5 µM (by protocol) | actives 0.32% (n = 300,000);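 active = mean activation of at least 10% of the iron chelator positive control signal, with at least half of replicates also reaching 10%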
GSK3B inh – human GSK3beta kinase inhibition. P49841. activity score (negative = inhibition), % at 10 µM. GST-GSK3beta kinase, ADP-Glo luminescence, 60 min; active compounds read low. actives 0.038% (n = 300,000);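 active = more than half of replicate wells score below -50%, meaning over 50% inhibition versus plate controls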;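 note: 0% = median DMSO wells and -100% = median GW8510 positive control wells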
Target sequence (P49841 whole entry, looked up): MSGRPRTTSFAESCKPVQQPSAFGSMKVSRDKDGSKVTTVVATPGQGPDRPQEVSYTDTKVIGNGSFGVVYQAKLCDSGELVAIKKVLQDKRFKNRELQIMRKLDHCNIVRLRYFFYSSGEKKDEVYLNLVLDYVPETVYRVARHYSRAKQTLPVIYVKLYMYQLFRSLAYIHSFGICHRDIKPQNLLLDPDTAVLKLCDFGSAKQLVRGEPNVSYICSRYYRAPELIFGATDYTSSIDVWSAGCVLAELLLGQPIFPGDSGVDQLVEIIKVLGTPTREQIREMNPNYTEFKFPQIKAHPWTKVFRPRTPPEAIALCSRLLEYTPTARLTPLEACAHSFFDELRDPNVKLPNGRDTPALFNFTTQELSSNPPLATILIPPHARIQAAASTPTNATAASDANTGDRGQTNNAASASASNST
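Test system: GST-tagged human GSK3beta kinase, cell-free; evaluation: activity score scaled between in-plate DMSO and GW8510 controls; measured by: ADP-Glo luminescence; incubation: 60 min reaction, RT; benchmarks: DMSO and 20 µM GW8510; reagent: peptide substrate plus 25 µM ATP (final); medium: Tris/MgCl2 kinase buffer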
HSF1 inh – HSF1 inhibition | NIH3T3-HGL HSE-luciferase, MG132-induced, luminescence 8 h; active compounds read low | activity change, negative = inhibition, % at 7.5 µM (by protocol) | actives 0.77% (n = 300,000) | AID 2098;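 active = more than half of replicate wells show activity change below -50%, luminescence cut by over half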;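 note: luciferase reports HSF-1 transcriptional activity via heat shock element; 0% = median of DMSO wells and -100% = zero luminescence signal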
GSK3 alpha inh – inhibitors of human GSK-3 alpha kinase. P49840. ADP-Glo luminescence, 60 min. inhibition, % at 10 µM. actives 0.1% (n = 320,000);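 in the data active = inhibition above about 50%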;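 note: GST-tagged GSK-3 alpha with peptide substrate and 25 µM ATP; 0% = DMSO neutral wells and 100% = GW8510 positive control wells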
Target sequence (P49840 whole entry, looked up): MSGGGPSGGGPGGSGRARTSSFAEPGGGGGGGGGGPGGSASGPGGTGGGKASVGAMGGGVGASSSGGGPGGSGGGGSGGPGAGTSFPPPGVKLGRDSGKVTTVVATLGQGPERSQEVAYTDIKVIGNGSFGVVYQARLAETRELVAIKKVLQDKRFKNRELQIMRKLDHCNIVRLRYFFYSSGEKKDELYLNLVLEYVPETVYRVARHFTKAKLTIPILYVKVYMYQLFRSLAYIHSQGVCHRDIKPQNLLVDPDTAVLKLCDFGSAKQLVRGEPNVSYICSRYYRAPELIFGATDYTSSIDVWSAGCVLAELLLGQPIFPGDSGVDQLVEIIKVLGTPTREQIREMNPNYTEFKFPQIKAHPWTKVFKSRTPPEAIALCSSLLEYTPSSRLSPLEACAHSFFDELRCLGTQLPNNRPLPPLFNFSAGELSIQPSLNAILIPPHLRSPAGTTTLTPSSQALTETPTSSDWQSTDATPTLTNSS
HSP90 refold inh – inhibitors of HSP90 luciferase refolding in rabbit reticulocyte lysate; luciferase refolding luminescence, 3 h; inhibition, % at 5.6 µM; actives 0.91% (n = 290,000);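 active = inhibition above the screen-wide mean plus 3 SD, computed separately per campaign, cut at about 16% in these data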;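 note: 0% = DMSO wells and 100% = 60 µM geldanamycin wells; inhibitors lower the luminescence because luciferase stays unfolded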
aSyn 5UTR inh – 5' untranslated region of α-synuclein, MLPCN primary screen; actives 0.82% (n = 300,000); alpha-synuclein 5'UTR reporter, inhibitor activity; inhibition, % (tested at 7.5 µM); in the data active = inhibition above about 60%;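 note: H4 neuroglioblastoma cells stably carrying SNCA 5'UTR luciferase fusion; 0% = DMSO wells and 100% = positive control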
Active calls of the source: *; · = no result given.

SMILES | IEC-6 cytotox | KLF5 inhibitor | HSF-1 act | AI-2 QS modul | HIF activator | GSK3B inh | HSF1 inh | GSK3 alpha inh | HSP90 refold inh | aSyn 5UTR inh
Cc1nn(-c2ccc(F)cc2)c(C)c1NS(=O)(=O)c1ccc2ccccc2c1 | 1 | -19 | 7 | 11 | · | 5 | 9 | -4 | -7 | 20
COc1ccc(NC2CCCN(C(=O)c3cccs3)C2)cc1 (centres undefined) | -8 | -27 | -8 | 27 | 0.5 | 2 | -8 | 0 | -7 | -16
CC(C(=O)Nc1ccccc1Oc1ccccc1)c1ccccc1 (centres undefined) | -5 | -33 | 11 | 2 | -0.3 | 1 | -4 | -2 | 0 | 25
Cc1cc(SCC(=O)Nc2ccccc2C)nc(C)n1 | 4 | -15 | 3 | 22 | -0.1 | -1 | -2 | 3 | 0 | 11
Cc1ccn2c(=O)nc(SCC(=O)N3CCC(Cc4ccccc4)CC3)nc2c1 | · | · | 18 | 34 | -0.3 | 2 | 3 | 0 | · | 3
Cc1cccnc1NC(=O)CCc1nnc2ccc(NCc3ccco3)nn12 | -11 | -18 | -15 | 15 | -0.5 | -3 | 3 | -1 | 5 | -17
COc1ccc(N2Cc3cccc(C(=O)NC(C)CCc4ccco4)c3C2=O)cc1 (centres undefined) | -6 | -27 | 25 | 19 | 0.4 | 0 | 3 | 3 | 2 | 31
CCc1ccc2c(c1)cc(CN(C(=S)Nc1cccc(C)c1)C1CC1)c1nnnn12 | 1 | -6 | 7 | -8 | -0.3 | 2 | 12 | -1 | -2 | 25
O=C(NCC1(c2ccccc2)CCCC1)c1cccc(Br)c1 | 6 | -23 | 5 | 38 | -0.3 | -2 | -2 | -3 | 2 | 13
Cc1ccc2c(c1C)OC(=O)CC2(C)C | -4 | 10 | -6 | 37 | 0.1 | -2 | -9 | -1 | -6 | 15
C/C(=N\NC(=O)c1cc(-c2cccc([N+](=O)[O-])c2)n[nH]1)c1ccccc1O | 2 | -4 | 25 | 35 | -0.5 | 0 | 10 | -3 | -2 | -17
COc1c(O)c(O)c2oc(-c3ccccc3)cc(=O)c2c1OC | -3 | -23 | -5 | 32 | 0.3 | -5 | -4 | 8 | -2 | -6
CCCCn1c(N)c(N(CC(C)C)C(=O)c2ccc(N3C(=O)c4ccccc4C3=O)cc2)c(=O)[nH]c1=O | · | · | 3 | 23 | -9.8 | -1 | -8 | 6 | · | 15
Cc1ccccc1NC(=O)Cn1cc(C(=O)C2CC2)c2ccccc21 | 7 | 13 | 12 | · | -12 | · | -2 | -1 | -2 | 14
CCNC(=O)CC1SC(=Nc2cccc(Cl)c2C)N(C)C1=O (centres undefined) | 1 | -8 | 6 | -10 | -0.1 | -1 | -7 | 0 | 5 | -6
CS(=O)(=O)c1ccc2nc(NC(=O)c3cccs3)sc2c1 | 13 | -3 | · | · | · | · | · | 1 | 18* | ·
CCC(=O)Nc1c(S(=O)(=O)c2ccccc2)c2nc3ccccc3nc2n1Cc1ccccc1 | -7 | -2 | -6 | 32 | 0.0 | 2 | 10 | 0 | 5 | 27
COc1ccc(NC(=O)CN(C)C(=O)CN2C(=O)C3CCCCC3C2=O)cc1 (centres undefined) | · | · | -5 | 25 | -0.8 | 1 | 3 | -5 | · | 2
Cc1c(O)ccc2c(CN3CCN(Cc4ccccc4)CC3)cc(=O)oc12 | -3 | -9 | -12 | 9 | 1.2 | -1 | -9 | 3 | -2 | 8
Cc1cc(C)n2cc(CSc3nnc(-c4ccccc4)o3)nc2n1 | -3 | -24 | -5 | -4 | -0.3 | 3 | -19 | -1 | -1 | 15
O=C(COC(=O)Cc1ccccc1[N+](=O)[O-])NC1CCCC1 | 1 | -18 | 18 | 6 | -0.4 | -2 | 11 | -2 | 4 | -6
Cc1sc(NC(=O)CSc2nc(N)n(CC(=O)c3ccccc3)n2)c(C#N)c1C | -6 | 6 | 26 | 3 | 0.1 | -3 | 6 | -2 | -1 | -11
Cc1ccc2cc3c(NC(=O)C4CCCO4)nn(CC(C)C)c3nc2c1 (centres undefined) | -6 | -20 | -5 | 12 | -0.4 | 0 | -3 | 4 | -2 | 20
Clc1ccc(-c2csc(N3CCN(c4ccccc4)CC3)n2)cc1 | 0 | -44 | 9 | 28 | 0.4 | 0 | -4 | · | -2 | -2
CCCN(CCC)C1=CC(=[N+]2CCCC2)CC(C)(C)C1 | 20 | -9 | -11 | 6 | 0.1 | -2 | -11 | 1 | 0 | 6
CCC(CC)C(=O)N1N=C(c2ccc(NS(C)(=O)=O)cc2)CC1c1ccccc1 (centres undefined) | 1 | -13 | 4 | 28 | -0.1 | 1 | 8 | -2 | 4 | -32
O=C(Nc1ccc(C(F)(F)F)cc1)C1CC(=O)N(c2ccc3c(c2)OCCO3)C1 (centres undefined) | -3 | -35 | -12 | 18 | -0.6 | 0 | -13 | -2 | 3 | -2
CCOC(=O)c1c(NC(=O)COC(=O)c2cc(OC)c(OC)cc2[N+](=O)[O-])sc(C)c1C | -6 | -6 | 24 | 13 | -0.1 | -1 | -7 | -3 | 0 | 22
N#Cc1cc(Sc2ccccn2)c([N+](=O)[O-])cc1C#N | 4 | -7 | 2 | -7 | -0.5 | -2 | -4 | -1 | 1 | 7
Cc1ccc(NC(=O)c2cccc3c2C(=O)N(C2CCCCC2)C3)c(Cl)c1 | -1 | 5 | -7 | 15 | -0.7 | -2 | -1 | 2 | -3 | 35
COc1cc(-c2nc(CN3CCCN(C(=O)c4ccco4)CC3)c(C)o2)ccc1F | -2 | -10 | 1 | 23 | 0.0 | -2 | 1 | -3 | 1 | 3
Cc1cc(N2CCCCC2)nc(-c2ccc(Br)cc2)n1 | 0 | -25 | -4 | 11 | -0.7 | -1 | 4 | -1 | -4 | -53
O=c1c2cc3c(cc2[nH]c(=S)n1Cc1ccco1)OCO3 | 0 | -3 | 14 | 7 | 0.2 | -3 | 5 | 1 | -1 | 21
CC(=O)NCCC(=O)N(Cc1ccccc1)c1nc2c(C)cccc2s1 | 0 | -47 | 14 | 8 | -0.6 | 1 | 8 | 0 | 5 | -31
Cc1ccc(N2C(=O)c3n[nH]c(C)c3C2c2cccnc2)cc1 (centres undefined) | 0 | -5 | 0 | 4 | 0.7 | 5 | -1 | 2 | 3 | -9
O=C(CN1CCOCC1)Nc1ccccc1F | -4 | -3 | -17 | 15 | -0.6 | -1 | -1 | -2 | -6 | 14
COc1cc(C(=O)Oc2cccc(Nc3ncnc4ccccc34)c2)cc(OC)c1OC | 4 | -43 | -6 | 12 | · | 0 | -1 | -2 | -4 | -8
CCC(C)/C(C)=N/NC(=O)CSc1nc2ccccc2[nH]1 (centres undefined) | 3 | -57 | -5 | 12 | -0.1 | 4 | -14 | 3 | 3 | -8
O=C1CC(c2ccc3c(c2)OCO3)C2=C(CCCC2=O)N1 (centres undefined) | -1 | -3 | -8 | 11 | -0.3 | 0 | -7 | -3 | 1 | -2
COCCSc1nnc(NC(=O)CS(=O)(=O)c2ccccc2)s1 | 4 | -6 | -19 | 14 | -0.1 | -1 | -3 | -4 | -4 | 14
COc1cc(OC)c(OC)cc1/C=C/c1cc(C(=O)O)c2ccccc2n1 | -7 | -6 | -1 | 16 | 0.1 | 2 | -6 | -2 | 1 | 5
O=S(=O)(N1CCCCCC1)N1CCN(S(=O)(=O)N2CCCCC2)CC1 | -1 | -16 | 3 | 25 | 0.0 | -1 | -3 | · | -1 | 10
NNC(=O)c1[nH]c(-c2ccccc2)cc1-c1ccccc1 | 28* | -40 | 1 | 7 | -0.9 | 2 | 1 | 0 | 4 | 18
COc1cc(/C=C(\C#N)C(=O)c2c(C)[nH]c3ccccc23)cc(OC)c1OC | -2 | 17 | 1 | 14 | 0.1 | -3 | -1 | 0 | 4 | 10
O=C(CSc1nnc(-c2ccc(Cl)cc2Cl)n1C1CCCCC1)N1CCCC1 | -6 | -43 | 28 | 30 | 0.0 | -3 | 13 | 0 | 1 | 2
CCC(=O)Nc1cccc(C(=O)/C=C/c2cccs2)c1 | 8 | -14 | 20 | 5 | 0.8 | -4 | 10 | -1 | 4 | -38
CCNc1nc(N)c(C(=O)C23CC4CC(CC(C4)C2)C3)s1 | 4 | -33 | -12 | 12 | -0.3 | 0 | -4 | 17 | 4 | 35
CCC(=O)Nc1ccccc1C(=O)OCC(=O)c1ccccc1 | -4 | -119 | 79* | -9 | 3.9 | 4 | 35 | 3 | 52* | -41
CN(C(=O)c1ccc2c(=O)n3c(nc2c1)CCCCC3)c1cccc(Cl)c1 | -1 | 0 | -2 | 9 | 0.4 | 1 | -5 | -1 | -2 | -11
CC(C)n1nnnc1SCC(=O)NCc1ccco1 | 1 | -9 | -21 | -6 | -2.3 | -19 | -2 | -4 | 1 | 4
O=C(C1CCC1)N1CCc2cc(S(=O)(=O)N3CCc4ccccc4C3)ccc21 | -2 | -6 | 9 | 2 | -0.6 | -1 | 4 | -3 | 1 | 20
Brc1cc(-c2ccccc2)nc(-c2ccccc2)n1 | · | · | -7 | 20 | -0.4 | 3 | -1 | -4 | · | 36
COc1ccc2c(c1)C(c1ccc([N+](=O)[O-])cc1)=NNC(c1ccco1)=N2 | 15 | -37 | -51 | 13 | 0.1 | 1 | -40 | 1 | -2 | 11
COc1ccccc1C(=O)n1nc(-c2ccco2)nc1N | 1 | -13 | 7 | 10 | -0.3 | 3 | -3 | -1 | -2 | -1
O=C(/C=C/c1ccccc1)NC(NC(=S)Nc1ccc(C(=O)O)cc1)C(Cl)(Cl)Cl (centres undefined) | 2 | -57 | 19 | -11 | 5.4 | 4 | 9 | -3 | 1 | 6
Nc1cccc2c1C(=O)N(Cc1nnc(-c3ccccc3Br)o1)C2=O | -1 | -15 | 55* | · | 0.5 | · | 7 | -1 | 6 | -12
CCOC(=O)C1CCN(Cc2cn[nH]c2-c2ccccc2)CC1 | -4 | -18 | 3 | -6 | -1.2 | -5 | 0 | 2 | -5 | 20
CC(C)NC(=O)c1cc(C(=O)c2cc(Cl)ccc2O)coc1=N | 4 | -56 | 20 | 1 | -0.4 | -4 | -2 | -1 | 6 | 0
O=C(Cn1nc(C(=O)O)c2ccccc2c1=O)Nc1ccc2c(c1)C(=O)c1ccccc1C2=O | 2 | -80 | 5 | 27 | 0.7 | 2 | -4 | · | 3 | -57
COc1ccc(CC(=O)OCc2cc(=O)n3cc(Br)ccc3n2)cc1OC | -4 | -18 | 5 | 36 | 0.4 | 5 | 1 | -1 | -5 | 12

Whole records from above.
`CC(C)n1nnnc1SCC(=O)NCc1ccco1` as listed: IEC-6 cytotox = 1; KLF5 inhibitor = -9; HSF-1 act = -21; AI-2 QS modul = -6; HIF activator = -2.3; GSK3B inh = -19; HSF1 inh = -2; GSK3 alpha inh = -4; HSP90 refold inh = 1; aSyn 5UTR inh = 4
`CCOC(=O)C1CCN(Cc2cn[nH]c2-c2ccccc2)CC1` as listed: IEC-6 cytotox = -4; KLF5 inhibitor = -18; HSF-1 act = 3; AI-2 QS modul = -6; HIF activator = -1.2; GSK3B inh = -5; HSF1 inh = 0; GSK3 alpha inh = 2; HSP90 refold inh = -5; aSyn 5UTR inh = 20
